# Efflux pump inh: inhibitors of Candida efflux pumps in yeast, primary screen, S. cerevisiae, Nile Red, multiplex; S. cerevisiae Candida pump triplex; inhibition, % at 10 µM; hit rate 0.44% among 330,000; AID 485275, 2010;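 active = plate passing quality check with inhibition over a set limit, or well fluorescence over plate mean plus 4 SD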;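 also: Nile Red retained in pooled yeast measured as flow cytometry median fluorescence; 0% = buffer negative control and 100% = Enniatin B positive control; higher means more Nile Red kept so more efflux inhibition; some compounds called inactive have numbers as strong as hits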
# PREPL inhibitor: PREPL enzyme inhibitors, primary screen, biochemical, fluorescence polarization; AID 2751, 2010; inhibition, % at 5.96 µM; recombinant PREPL, fluorescence polarization activity-based probe; Prolyl endopeptidase-like (Homo sapiens), Q4J6C6; hit rate 0.68% among 320,000; in the data active = inhibition above about 43%;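 also: 0% = enzyme with DMSO and 100% = wells lacking enzyme; many of its hits are not listed in these tables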
# TPT1 inhibitor: Candida albicans TPT1 enzyme inhibitors, primary screen, biochemical, fluorescence polarization. recombinant caTPT1, FP RNA substrate dephosphorylation. inhibition, % at 5 µM. tRNA 2'-phosphotransferase TPT1 (Candida albicans SC5314). hit rate 0.81% among 300,000;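 active = inhibition above the mean of all tested compounds plus 3 SD, set per screening campaign, cut at about 24% in these data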;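 also: plate controls were DMSO alone for no effect and ferristatin control at 100 nM for full effect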
# LYPLA2 counter: LYPLA2 inhibitors, primary screen, counter-screen for PME1 inhibitor project, biochemical, fluorescence polarization, FP-Rh probe ABPP; inhibition, % at 5.9 µM; hit rate 0.38% among 320,000; recombinant LYPLA2; Acyl-protein thioesterase 2 (Homo sapiens), O95372; AID 2177, 2009;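 active = inhibition above the screen-wide mean plus 3 SD, limit set per campaign, cut at about 26% in these data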;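 also: 0% = LYPLA2 with DMSO and 100% = wells lacking LYPLA2 enzyme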
# Target sequence (O95372 whole entry, looked up): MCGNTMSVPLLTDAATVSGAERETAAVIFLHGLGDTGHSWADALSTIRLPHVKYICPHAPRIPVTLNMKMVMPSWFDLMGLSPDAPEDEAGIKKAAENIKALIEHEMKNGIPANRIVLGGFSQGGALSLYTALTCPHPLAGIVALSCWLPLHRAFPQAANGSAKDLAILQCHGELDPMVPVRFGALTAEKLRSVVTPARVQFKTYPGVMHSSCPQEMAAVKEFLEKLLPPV
# PP1 counter: PP1-alpha phosphatase inhibitors, primary screen, counter-screen for PP5 inhibitor project, biochemical, fluorescence, OMFP substrate, single point | purified PP1alpha | inhibition, % at 6.7 µM | hit rate 0.9% among 320,000;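 active = inhibition above the mean inhibition of all tested compounds plus 3 SD, computed separately for each screening campaign, cut at about 15% in these data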
# Target sequence (P62136 whole entry, looked up): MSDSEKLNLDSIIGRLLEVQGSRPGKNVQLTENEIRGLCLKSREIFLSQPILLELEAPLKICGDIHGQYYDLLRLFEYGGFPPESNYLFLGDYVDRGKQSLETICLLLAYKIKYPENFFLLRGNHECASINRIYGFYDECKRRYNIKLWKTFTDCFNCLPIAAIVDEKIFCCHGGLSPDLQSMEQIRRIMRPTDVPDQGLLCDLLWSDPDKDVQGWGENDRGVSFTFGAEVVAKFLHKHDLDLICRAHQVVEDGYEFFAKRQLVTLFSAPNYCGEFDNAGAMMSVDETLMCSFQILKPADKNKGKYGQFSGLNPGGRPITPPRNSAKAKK
# Fh CTSL1 inh: Fasciola hepatica cathepsin L1 inhibitors, primary screen, counter-screen for PFM18AAP inhibitor project, biochemical, QFRET, fluorogenic peptide substrate; inhibition, % at 5.96 µM; hit rate 0.49% among 300,000; recombinant F. hepatica cathepsin L1, Z-Leu-Arg-MCA fluorescence;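 active = inhibition above the mean of all tested compounds plus 3 SD, set per screening campaign, cut at about 17% in these data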;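 also: 0% = plate median of test compound wells and 100% = 1 µM Z-Phe-Ala-diazomethylketone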
# GASC-1 inh: inhibitors of GASC-1 histone demethylase, primary screen, biochemical, fluorescence, DELFIA europium; Lysine-specific demethylase 4C (Homo sapiens), Q9H3R0; GST-JMJD2C(1-420) H3K9me3 demethylation; inhibition, % at 2.35 µM; hit rate 0.069% among 330,000; AID 2099, 2009;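 active = more than half of a compound's replicate wells show inhibition beyond 50%, single wells judged on their own value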;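 also: signal counts dimethyl H3K9 product captured on neutravidin plate; 0% = median of DMSO wells and 100% = 0.3 times that DMSO median; strong numbers were not always called active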
# Target sequence (Q9H3R0 1-420 limits assumed): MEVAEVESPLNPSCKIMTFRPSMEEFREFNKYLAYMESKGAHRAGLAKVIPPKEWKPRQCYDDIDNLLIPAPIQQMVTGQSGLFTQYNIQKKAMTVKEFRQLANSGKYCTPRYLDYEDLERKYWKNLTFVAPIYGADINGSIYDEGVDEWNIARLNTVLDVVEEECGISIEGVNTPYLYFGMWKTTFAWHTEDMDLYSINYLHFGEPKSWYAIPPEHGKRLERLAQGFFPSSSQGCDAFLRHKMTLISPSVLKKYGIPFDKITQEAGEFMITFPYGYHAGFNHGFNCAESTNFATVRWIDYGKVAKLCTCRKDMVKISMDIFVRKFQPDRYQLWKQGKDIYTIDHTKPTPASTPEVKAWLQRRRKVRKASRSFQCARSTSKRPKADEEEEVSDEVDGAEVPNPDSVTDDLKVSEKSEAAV
# PP5 inh: PP5 phosphatase inhibitors, primary screen, biochemical, fluorescence; Serine/threonine-protein phosphatase 5 (Homo sapiens), P53041; purified PP5c, OMFP substrate fluorescence; inhibition, % at 6.7 µM; hit rate 0.18% among 320,000; AID 1987, 2009;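 active = inhibition above the campaign's mean inhibition across all tested compounds plus 3 SD, cut at about 9.5% in these data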;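 also: 0% = DMSO only and 100% = 100 µM cantharidin control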
# core dimer inh: inhibitors of HCV core protein dimerization, primary screen, biochemical, TR-FRET, high-throughput. TR-FRET GST/Flag-core106 dimerization, 1536-well. inhibition, % at 5 µM. hit rate 0.33% among 300,000. AID 1899, 2009;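 active = inhibition above the mean of all tested compounds plus 3 SD, set per screening campaign, cut at about 45% in these data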
#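 System: GST/Flag-tagged HCV core106 proteins. Incubation: compound-protein-antibody incubation 4 h at 22.5 °C. Technique: HTRF with 340 nm excitation, 617/671 nm emission. Medium: KF-containing HEPES buffer, pH 7.45, DTT, CHAPS, BSA. Read-out: inhibition (%) from 671 over 617 nm ratio. Also added: Eu(K)-anti-GST 90 ng/mL plus XL665-anti-Flag 1 µg/mL.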
# Numbers without * were called inactive; · = no result given; & = joins results of further samples.
# Every second line gives: PREPL inhibitor	LYPLA2 counter	TPT1 inhibitor	PP1 counter	Fh CTSL1 inh	Efflux pump inh	PP5 inh	GASC-1 inh	core dimer inh
COc1ccc(C(C(=O)NC(C)(C)C)N(Cc2ccco2)C(=O)CCC(=O)Nc2ccccn2)cc1 (configuration not stated)
  7	22	2	3	-4	-0.1	2.9	6	6
CC(=O)OCCNc1cc(Sc2nc3ccccc3[nH]2)c2nonc2c1[N+](=O)[O-]
  8	1	-1	1	1	0.0	-1.6	14	-6
COc1ccc(OC)c(C2C(C(=O)c3ccccc3)=C(C)Nc3nc4ccccc4n32)c1 (configuration not stated)
  -4	-5	-6	1	3	0.0	0.2	9	12
COc1ccc(OCCSc2nnc(-c3cccnc3)n2N)cc1
  -12	0	-4	-3	-1	-2.7	2.9	2	-6
CC1CCCN(CC(=O)Nc2ccc(S(=O)(=O)N3CCCCCC3)cc2)C1 (configuration not stated)
  -7	-9	1	0	-14	0.1	5.4	-9	3
CCOC(=O)N1CCN(C(=O)c2ccc(N3C(=O)CCC3=O)cc2)CC1
  -2	-2	3	-2	-3	0.0	-1.2	-8	5
Cc1cc2c(c(=O)n1CC1CCCO1)C(c1ccco1)C(C#N)=C(N)O2 (configuration not stated)
  -6	-7	-2	2	-1	0.1	1.1	1	-2
O=C1SC(c2ccccc2)=C/C1=C\N1CCCCC1
  5	2	2	0	9	-0.1	0.5	2	-7
O=C(COc1cccc2cccnc12)N1CCc2ccccc2C1
  -6	9	-2	-2	0	0.0	-1.1	11	8
Cc1cccc(NC(=O)CCc2ccc(S(=O)(=O)NC3CCCCC3)cc2)c1
  0	-8	-1	-1	1	-0.1	0.6	0	8
O=C(COC(=O)/C=C/c1cccc(C(F)(F)F)c1)NCc1ccco1
  -4	8	2	-4	1	0.0	-0.4	-5	-4
O=C(Nc1nnc(-c2ccc3c(c2)CCCC3)o1)C1CCCCC1
  12	-3	-5	5	5	0.1	3.0	12	6
CN(C(=O)NC1CCCCC1)c1ccccc1
  1	-1	2	-3	-1	-0.1	0.4	9	0
CCCCCCSc1ncc(C#N)c(N)n1
  0	-3	3	-2	0	0.2	3.5	11	0
O=c1c(-c2ccc3c(c2)OCCO3)coc2c(CN3CCOCC3)c(O)ccc12
  6	2	-1	-2	2	0.1	1.0	20	2
Cc1oc(-c2ccc(Cl)cc2)nc1CN1CCC(C(=O)NCC2CCCO2)CC1 (configuration not stated)
  16	7	-3	2	1	-0.1	0.0	-17	-8
O=C(NCC(c1ccco1)N1CCCC1)c1ccc(Cl)c(S(=O)(=O)N2CCc3ccccc32)c1 (configuration not stated)
  -29	-7	·	5	·	0.5	1.8	-3	·
CCOC(=O)c1sc(NC(=O)C(C)Sc2nc(N)cc(=O)[nH]2)nc1C (configuration not stated)
  -3	4	-4	-2	-2	-0.1	1.1	-3	0
Cc1cc(SCc2ccc(F)cc2)nc(=O)[nH]1
  4	-3	8	0	-2	-0.1	-0.2	-2	21
COC(=O)c1c(C(=O)OC)c2n(c1C)Cc1ccccc1C2
  10	0	-2	1	-1	-0.1	1.5	3	-224
CN(C)N=Nc1nc2c(c(=O)n(C)c(=O)n2C)n1C
  6	-1	-1	-7	0	-0.1	0.2	-3	1
NC(=S)NNC(=O)c1cccc(Cl)c1
  14	3	-1	-4	2	0.0	-1.0	0	-3
O=C(CN1C(=O)C2CCCCC2C1=O)Nc1cc([N+](=O)[O-])ccc1F (configuration not stated)
  11	7	·	1	·	-0.2	2.9	-2	·
CC(=O)c1cccc(NC(=O)CN(C)S(=O)(=O)c2cccc3nsnc23)c1
  -3	-7	2	-5	-2	-0.1	-0.3	7	0
O=C(NCc1cccnc1)C1CCN(c2ccc(S(=O)(=O)N3CCOCC3)cc2Cl)CC1
  -7	5	-4	-2	-31	0.1	2.5	11	1
Cc1nnc(C)c2c(C)n(-c3cccc4cccnc34)c(C)c12
  23	7	-2	-1	-1	0.1	-1.5	8	0
Cc1ccnc(SCC(=O)c2cc3ccccc3o2)n1
  17	15	2	-3	-3	0.0	0.2	-5	2
CCCOc1ccc(C(=O)Nn2c(C)nc3ccccc3c2=O)cc1
  5	22	-3	-5	-1	0.1	-0.2	7	1
CC(=O)Nc1c(O)nc(SC/C=C/CSc2nc(O)c(NC(C)=O)c(=O)[nH]2)[nH]c1=O
  3	4	10	-1	-2	0.5	4.0	11	0
CC1CCC/C(=N/Nc2ccc([N+](=O)[O-])cc2[N+](=O)[O-])C1 (configuration not stated)
  12	4	-1	-1	-1	0.2	3.6	10	4
O=C(O)c1cc(S(=O)(=O)Nc2cccc(Oc3ccccc3)c2)ccc1Br
  -4	-3	2	2	0	0.8	1.4	-4	2
O=C(C1CCN(S(=O)(=O)c2ccccc2)CC1)N1CCN(Cc2ccc3c(c2)OCO3)CC1
  12	4	1	-1	-1	0.2	1.4	19	0
CCOC(=O)c1c(NC(=O)CSc2nnc(CN3CCOCC3)n2C)sc2c1CCCC2
  14	1	2	0	1	0.2	0.9	4	8
COc1ccc(Nc2nc(N)nc(SCc3nnc(C)s3)n2)cc1
  15	6	-7	-1	0	-0.3	-0.8	-2	6
O=C(Nc1cc(S(=O)(=O)N2CCOCC2)ccc1N1CCOCC1)c1cn2ccccc2n1
  1	4	1	-1	2	0.0	0.8	9	6
Cc1ccc(Cl)cc1NS(=O)(=O)c1ccc2oc(=O)ccc2c1
  -8	-1	0	0	-1	-0.1	1.2	1	1
Cc1ccc(C)c(SCc2noc(C(=O)NC(C)C)c2C(=O)O)c1
  -4	-2	-2	-4	2	·	-2.7	-38	5
COC(=O)c1scc(S(C)(=O)=O)c1-n1cccc1
  -2	-3	1	-3	-4	-0.1	1.7	-10	0
CCC1(C)N=c2c(c(=O)n(C)c(=O)n2C)=NO1 (configuration not stated)
  14	-6	6	-2	-3	0.3	-5.2	5	-4
Cc1cccc(OCC(=O)NCc2cc(C)nc3ccccc23)c1
  13	-5	0	-2	2	-0.1	0.5	2	-3
COC(=O)[C@]1(C)CCC[C@@]2(C)C3CC[C@@]4(C)C[C@]3(CCC21)CC(=O)N4 (some centres not stated)
  -14	1	·	-1	·	0.1	-0.6	7	·
Cc1nnc(SCc2ccccc2Cl)n1CC1CCCO1 (configuration not stated)
  -4	12	-5	0	-1	-0.1	1.3	-4	-5
Cc1c(C#N)c2ccccc2n1CC(=O)N1CCCc2ccccc21
  -4	5	-1	3	-1	-0.1	2.5	-9	9
CCOc1ccc(C(=O)NC(=S)NCc2cccnc2)cc1[N+](=O)[O-]
  4	18	5	-1	0	0.5	1.5	9	-6
COc1ccc(C(=O)NC(Nc2ccccc2)C(Cl)(Cl)Cl)cc1 (configuration not stated)
  -11	-5	2	2	-2	0.3	2.5	6	1
C/C(CC(=O)Nc1ccccn1)=N\NC(=O)c1ccccc1O
  15	7	-4	0	0	0.0	0.6	-1	2
O=C(Nc1ccc(N2CCCC2)cc1)c1ccc(Cl)cc1Cl
  9	2	-2	7	-2	0.1	-0.3	37	-1
COc1ccc2nc(NC(=O)CN3C(=O)NC4(CCCCC4)C3=O)sc2c1
  9	2	2	-8	-1	0.1	-5.9	-19	-9
Cc1c(N=Cc2c(O)n(C)c(=O)c3ccccc23)c(=O)n(-c2ccccc2)n1C
  9	3	-7	1	0	0.0	0.1	-3	0
CN1CCN(C(=O)/C=C/c2cccc(Cl)c2)CC1
  -4	3	-3	2	-4	0.0	3.7	0	-3

# Remaining list, next part.
# Every second line gives: PREPL inhibitor	LYPLA2 counter	TPT1 inhibitor	PP1 counter	Fh CTSL1 inh	Efflux pump inh	PP5 inh	GASC-1 inh	core dimer inh
CCN(CC(=O)NCc1cccs1)C(=O)c1ccc(S(=O)(=O)Nc2ccccc2C)cc1
  -1	1	2	-1	1	0.0	-1.0	7	2
O=C1c2[nH]nc(-c3ccccc3O)c2C(c2cccc(O)c2)N1Cc1ccco1 (configuration not stated)
  -16	-15	-2	4	3	0.2	3.9	9	-5
N#Cc1cc2c(=O)n3ccccc3nc2n(Cc2cccnc2)c1=O
  -11	-1	5	0	10	0.0	-1.1	4	3
O=C(O)Cc1sc(-c2ccccc2)nc1-c1ccccc1
  4	5	-4	-2	3	-0.2	-0.4	-10	0
Cc1ccc(C(=O)N(CCCN(C)C)c2nc3ccc(Cl)cc3s2)cc1C
  -24	0	-3	1	-1	0.1	4.4	-18	-8
N#CCC(=O)Nc1ccc(C(=O)NCc2cccc(Cl)c2)cc1
  -8	-50	9	2	1	-0.1	-1.8	3	21
O=C(COc1ccc(Br)cc1)N1CCNC1=O
  1	-1	4	-4	0	0.1	2.8	-1	-5
Cc1onc(-c2ccccc2)c1C(=O)N1CCN(S(=O)(=O)c2ccccc2Br)CC1
  8	-5	3	0	-2	0.1	-1.9	-3	3
NS(=O)(=O)c1ccc(CCNC(=O)CSc2ccccc2)cc1
  9	-2	4	6	8	-0.1	-11	51*	1
O=C(COC(=O)c1cc(=O)[nH]c2ccccc12)NCc1ccc(F)cc1
  -3	-2	·	0	·	0.6	1.3	12	·
C/C(N)=C(/C#N)C(=O)COC(=O)CNS(=O)(=O)c1c(F)cccc1F
  9	-8	-1	4	-42	0.4	-3.2	4	4
C=CCN(C(=O)CNC(=O)c1ccco1)C(C(=O)NC1CCCCC1)c1ccc(OC)cc1OC (configuration not stated)
  0	2	2	-4	2	-0.1	-1.2	-23&2	0
CCOC(=O)c1c(C)[nH]c(C(=O)Cn2c(=O)c3c(ncn3CC)n(Cc3ccccc3)c2=O)c1C
  -9	-5	3	4	1	0.1	4.1	6&-1	9
COc1ccc(S(=O)(=O)N2CCC(C(=O)NCC3CCCO3)CC2)cc1OC (configuration not stated)
  -9	-4	-1	-6	0	-0.1	3.0	-110	-1
COc1ccc(NC(=O)CSc2ccc(-c3ccco3)nn2)cc1OC
  0	-6	-5	0	0	-0.5	-1.2	3	9
CCOC(=O)c1ccc(-n2c(C)nc3c(cnn3-c3ccccc3Cl)c2=O)cc1
  10	8	0	2	1	0.2	-0.9	1	-6
Cc1cc(C(=O)NNC(=O)c2ccccc2O)c(C)o1
  2	-1	·	1	·	0.1	1.7	8	·
O=C(c1c[nH]c2ccccc12)C(F)(F)F
  -7	-3	-2	-3	-1	-0.1	-2.5	-2	1
COC(=O)n1ccc(C(=O)Nc2ccccc2F)n1
  -1	4	-1	-9	-5	0.0	2.8	-4	3
COc1cccc(/C=C(/C#N)c2nc3ccccc3[nH]2)c1OC(C)C(=O)O (configuration not stated)
  12	-2	0	1	2	0.1	0.4	-14	5

# Only part of the results is shown. The share of hits here may be higher or lower than overall.
